Screens as filed in PubChem BioAssay.
APE1 inh = inhibitors of human APE1 endonuclease | actives 0.35% (n = 350,000) | recombinant APE1, TAMRA/BHQ-2 abasic DNA cleavage fluorescence | Potency, µM (titrated, usually from 65.8 µM), without a hit: top-dose activity change, negative = inhibition, actives largely listed as inhibitors | P27695 | AID 2517;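 note: potency is the fitted concentration of half-maximal effect; plate controls were vehicle for no effect and reference inhibitor for full effect; nearly all actives have a fitted effect of over 55% in size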
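Step 1: APE1 (0.75 nM) with compound, 15 min RT. Step 2: add 50 nM fluorophore/quencher THF duplex. Step 3: three fluorescence reads 60 s apart (525/598 nm); read 3 minus read 1 = reaction progress.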
LDHA block = blocks human lactate dehydrogenase A | purified LDHA, NADH/diaphorase-resazurin fluorescence; stronger effect = lower value | activity change, % (values are at about 110 or 230 µM) | AID 1347041 | actives 0.15% (n = 480,000); in the data active = activity change below about -30%; inconclusive = mostly about -25% to -30%;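 note: plate controls were DMSO wells for no effect and wells without enzyme for full effect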
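Remaining NADH was detected by diaphorase (0.133 mg/mL) converting 37 µM resazurin to fluorescent resorufin, read at 0 and 20 minutes. The preceding 5-minute room-temperature reaction used 2 nM LDHA, 0.2 mM sodium pyruvate and 0.06 mM NADH at pH 7.4.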
BLM helicase inh = Bloom syndrome helicase (human) inhibition; P54132; recombinant BLM DNA unwinding, fluorescence dequenching; Potency, µM (highest dose often 56.1 µM), without a hit: at the highest dose activity change, negative = inhibition, usual class: inhibitors; actives 0.2% (n = 350,000); AID 2528;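 note: potency is the fitted concentration of half-maximal effect; plate controls were vehicle for no effect and no enzyme for full effect; nearly all actives have a fitted effect of over 35% in size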
POLH inh = inhibitors of human DNA polymerase eta | recombinant Pol eta, fluorescent DNA replication assay | Q9Y253 | actives 1.2% (n = 390,000) | AID 588591 | Potency, µM (series often up to 114 µM), for inactives: at the top dose activity change, negative = inhibition, most hits filed as inhibitors; note: potency is the fitted concentration of half-maximal effect; % is set by controls: 0 for no effect and ±100 for the full control effect
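Pol eta (10 nM) was preincubated with compounds for 15 min at room temperature, after which fluorescent replication substrate (50 nM final) was added to start the reaction. Fluorescence was read kinetically at 0 and 10 min.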
GRP78 ERSR act = ER stress response induction in glioma; Potency, µM, for inactives: top-dose activation, actives largely listed as activators; actives 0.02% (n = 420,000); U87-MG GRP78 promoter luciferase reporter, 16 h; note: potency is the fitted concentration of half-maximal effect; series mostly up to about 76 µM; % of control where 0% means no effect; nearly all actives have a fitted effect of over 35% in size
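Stably transfected U87-MG glioma cells carrying a GRP78-based luciferase sensor; 16 h compound incubation. Luminescence end-point read 10 min after Bright-Glo addition at room temperature.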
Anesthetic bind = candidate novel general anesthetic via apoferritin binding; AID 485281; apoferritin/1-aminoanthracene competitive binding, fluorescence; Potency, µM (titrated, usually from 77.5 µM), inactives show at the highest dose activity change, negative = displacement, actives largely listed as inhibitors; actives 0.074% (n = 350,000); P02791; note: potency is the fitted concentration of half-maximal effect; % is set by controls: 0 for no effect and ±100 for the full control effect; nearly all actives have a fitted effect of over 20% in size
Target sequence (P02791 2-175 limits assumed): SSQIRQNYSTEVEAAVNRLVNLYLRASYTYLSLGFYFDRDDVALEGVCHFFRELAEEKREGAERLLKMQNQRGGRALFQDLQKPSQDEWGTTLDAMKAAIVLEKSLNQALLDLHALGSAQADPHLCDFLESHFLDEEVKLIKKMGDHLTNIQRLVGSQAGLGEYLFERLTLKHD
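In PBS, apoferritin at 10 uM is loaded with 1-AMA from a 50% saturated solution. After 10 min of compound exposure at ambient temperature, reduced 535 nm fluorescence indicates probe displacement.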
Pol iota inh = inhibitors of human DNA polymerase iota; Q9UNA4; Pol iota fluorescent replication assay, 10 min; Potency, µM (top dose mostly 115 µM), for inactives: at the highest dose activity, negative = inhibition, actives largely listed as inhibitors; actives 1% (n = 390,000); AID 588590; note: potency is the fitted concentration of half-maximal effect
Target sequence (Q9UNA4 whole entry, looked up): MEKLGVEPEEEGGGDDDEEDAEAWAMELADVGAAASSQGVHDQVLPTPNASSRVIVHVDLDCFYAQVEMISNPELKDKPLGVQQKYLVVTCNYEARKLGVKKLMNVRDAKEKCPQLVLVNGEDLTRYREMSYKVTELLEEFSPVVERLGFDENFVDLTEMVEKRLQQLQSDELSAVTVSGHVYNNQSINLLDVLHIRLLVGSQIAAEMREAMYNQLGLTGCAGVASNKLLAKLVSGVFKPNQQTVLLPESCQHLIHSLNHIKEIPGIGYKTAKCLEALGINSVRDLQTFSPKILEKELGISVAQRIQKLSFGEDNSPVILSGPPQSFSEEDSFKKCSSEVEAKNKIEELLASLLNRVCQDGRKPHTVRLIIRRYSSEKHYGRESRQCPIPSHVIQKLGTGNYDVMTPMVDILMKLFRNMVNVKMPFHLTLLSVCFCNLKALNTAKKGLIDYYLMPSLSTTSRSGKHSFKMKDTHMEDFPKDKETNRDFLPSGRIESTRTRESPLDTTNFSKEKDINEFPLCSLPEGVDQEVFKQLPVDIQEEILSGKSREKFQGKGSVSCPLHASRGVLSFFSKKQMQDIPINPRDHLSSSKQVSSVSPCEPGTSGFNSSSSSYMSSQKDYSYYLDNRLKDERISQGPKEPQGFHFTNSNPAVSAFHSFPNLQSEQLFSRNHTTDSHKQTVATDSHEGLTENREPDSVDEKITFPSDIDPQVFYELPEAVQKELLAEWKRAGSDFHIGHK
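Pol iota at 10 nM preincubated 15 min with compounds at room temperature; reaction started with fluorescent substrate, 50 nM final. Fluorescence read kinetically at 0 and 10 min; buffer-only wells as negative control.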
POLK inh = blocks human DNA polymerase kappa activity | Potency, µM (series often up to 107 µM), without a hit: at the top dose activity, negative = inhibition, hits mostly inhibitors | Q9UBT6 | purified Pol kappa, fluorescent DNA synthesis assay, 10 min | AID 588579 | actives 0.53% (n = 400,000); note: potency is the fitted concentration of half-maximal effect; % is set by controls: 0 for no effect and ±100 for the full control effect
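Activity was followed as the change in fluorescence between reads at 0 and 10 min after starting the reaction with 50 nM substrate. Beforehand, 10 nM polymerase had been preincubated with compound for 15 min at room temperature.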
Pol beta inh = inhibitors of human DNA polymerase beta; Pol beta primer extension/strand displacement, fluorescence kinetic; Potency, µM (series often up to 114 µM), inactives show top-dose activity change, negative = inhibition, hits mostly inhibitors; actives 1.3% (n = 340,000); note: potency is the fitted concentration of half-maximal effect; % is set by controls: 0 for no effect and ±100 for the full control effect
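Reaction started by 50 nM substrate onto compound-treated Pol beta (10 nM, 15 min preincubation, room temperature); plates read at 0 min and 10 min. Normalized concentration-effect data fitted by four-parameter Hill equation.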
* = called active by the depositor; ? = inconclusive; nt = no result given; & = joins results of further samples; [ ] = remark or other dose. Unless noted, calls come from the whole dose curve; as a rule, active = well fitted curve in the direction sought with a large enough effect; inconclusive = small, poorly fitted or top-dose-only effect, or another doubt; inactive = no such curve, though single readings can be large; an effect the other way counts as inactive or inconclusive.

smiles | APE1 inh | LDHA block | BLM helicase inh | POLH inh | GRP78 ERSR act | Anesthetic bind | Pol iota inh | POLK inh | Pol beta inh
Cc1ccc(OCCC(=O)OCC(=O)Nc2ccc(C)cc2Cl)cc1 | 61%[activator] | -3&-9 | nt | -7% | -4% | nt | 12% | -3% | nt
COCCCNC(=O)CN1C(=O)CSc2ccc(S(=O)(=O)N3CCOCC3)cc21 | 71%[activator] | -1&-6 | -1%&-5% | -14%&-8% | -2%&-3% | 1%&10% | 27%&-5% | 6% | 4%&6%
CC(C)n1ncc2c(C(=O)Nc3ccc(S(C)(=O)=O)cc3)cc(C3CC3)nc21 | -18% | -4 | nt | -16% | -1% | nt | 22% | -18% | nt
CN1CCN(c2ccc([N+](=O)[O-])cc2/C=N/NC(=O)c2ccc(F)cc2)CC1 | 1% | -2 | 4% | -22% | -5% | ? | 9% | -14% | ?
CC(=O)NC(CC(=O)Nc1ccc(S(=O)(=O)Nc2nccs2)cc1)c1ccccc1 (stereo not given) | 8% | -6 | nt | -9% | -2% | nt | 0% | -6% | nt
COc1cccc(-c2cc3nc4c(c(N5CCC6(CC5)OCCO6)n3n2)CCCC4)c1 | -3% | 2 | -8% | -16% | 2% | 50%[activator] | -7% | -11% | 5%
CCN1C(=O)C(CC(=O)Nc2ccc(F)cc2)N(Cc2ccco2)C1=S (stereo not given) | -4% | -10 | -12% | -6% | -2% | -6% | 116%[activator] | -9% | -5%
N#Cc1c(Cl)nsc1NCCN1CCOCC1 | 13% | -10 | -2% | -6% | -6% | -1% | -6% | -6% | -27%
Cc1ccc(SCc2ccc(C(=O)NCc3cccnc3)cc2)cc1 | -6% | -1 | -17% | -4% | 0% | -13% | 1% | 4% | ?
CC(=O)c1ccc2c(c1)CCN2 | nt | -3 | nt | -13% | -4% | nt | -14% | -9% | nt
CC(=O)Nc1ccc(S(=O)(=O)c2ccc(N)cc2)cc1 | 4%&2% | -4 | -7%&2% | -15% | -2%&12% | -10%&3% | 16% | 5% | 43%
Cc1ccc(OC(=O)COc2ccccc2)c(-n2nc3ccccc3n2)c1 | 9% | 3 | -6% | 0% | 5% | -7% | 3% | -7% | -1%
COc1ccc(/C=N/NC(=S)NCC2CCCO2)cc1 (stereo not given) | -1% | -1 | 0% | -24% | 1% | 5% | 1%[58.9 µM] | -17% | 0%
O=C(O)CC/C(=N/NC(=O)CNC(=O)Cc1ccccc1)c1ccccc1 | 3% | -12 | -5% | -1% | -6% | ? | -7% | -8% | 9%
COc1ccc(-c2csc3ncn(CC(=O)N4CCOCC4)c(=O)c23)cc1 | -4% | 1 | -6% | 18% | -3% | -2% | 5% | -3% | 0%

Additional records:
smiles | APE1 inh | LDHA block | BLM helicase inh | POLH inh | GRP78 ERSR act | Anesthetic bind | Pol iota inh | POLK inh | Pol beta inh
CCC(C(=O)OC)n1cnc2c(cnn2-c2ccc(Cl)cc2)c1=O (stereo not given) | 29% | -9 | 0% | -1% | -2% | -5% | -2% | 2% | 44%
O=C(COC(=O)/C=C/c1cccc([N+](=O)[O-])c1)NCc1ccco1 | -5% | -7 | -8% | -10% | 5% | -15% | -22% | -12% | ?
Cn1c(SCC(=O)NCC2CCCO2)nnc1-c1c[nH]c2ccccc12 (stereo not given) | -3% | -11 | -5% | -3% | -1% | -2% | -8% | -2% | 2%
O=S(=O)(c1cccc(F)c1)N1CCN(C(=S)NCc2ccccc2)CC1 | -5% | -5 | -3% | -17% | 2% | -4% | 109%[activator] | -7% | -1%
O=[N+]([O-])c1ccc(NCCCNS(=O)(=O)c2ccccc2)c(Cl)c1 | -2% | -1 | -5% | -18% | -3% | ? | -2% | -3% | -20%
COc1ccc(-c2c(C)nn3c(C(F)(F)F)cc(-c4ccc(C)cc4)nc23)cc1 | nt | -7 | -3% | nt | nt | 6% | -2% | -23% | 39%
COc1ccc(-n2ncc3c2CC(C)(C)CC3NC(=O)CCC2=NNC(=O)CC2)cc1 (stereo not given) | 48%[activator] | 0 | 1% | -10% | -2% | -9% | -12% | 13% | -2%
Cc1ccc(-n2c(=O)c3oc4ccccc4c3n(Cc3ccccc3F)c2=O)cc1C | nt | -14 | -1% | -7% | -3% | -6% | 0% | 4% | 4%
COc1cc(/C=C2\CCc3c2nc2ccccc2c3C(=O)O)cc(OC)c1OC | 25µM* | 1 | 14µM* | 3.2µM* | -7% | 47%[activator] | 10µM* | 45µM* | 3.2µM*
CSc1nsc(SC)c1C(=O)NC(=O)Nc1cccnc1 | 2% | 0 | -3% | -4% | -2% | 41%[activator] | 27% | 4% | 6%
O=C(CN1C(=O)NC(Cc2c[nH]c3ccccc23)C1=O)Nc1ccc(Br)cc1F (stereo not given) | 31% | -8&6 | nt | -10% | -2% | nt | -4% | -10% | nt
CCOc1ccccc1C(=O)N(C)Cc1cc2cc(OC)ccc2[nH]c1=O | -3% | -7 | -1% | -15% | 1% | -12% | 4% | -8% | 16%
CC(=O)Nc1c(C(=O)O)ccc(C)c1OCc1ccccc1 | nt | -3 | nt | -19% | -4% | nt | 54%[activator] | -18% | nt
NC(=O)C1=CC2C3C=CC2(O)C(=O)OC3O1 (stereo not given) | nt | 3 | nt | 5% | -10% | nt | -8% | -2% | nt
COc1ccccc1OCC(=O)c1[nH]c(C)c(C(C)=O)c1C | 17% | -4 | -10% | ? | -6% | -12% | -20% | -7% | ?

Going on with the list:
smiles | APE1 inh | LDHA block | BLM helicase inh | POLH inh | GRP78 ERSR act | Anesthetic bind | Pol iota inh | POLK inh | Pol beta inh
O=C(CSc1nc2ccccc2c2nc(-c3ccccc3)nn12)Nc1ccc(Br)cc1 | nt | 0 | 1% | -12% | -3% | 0% | 25% | -5%[60.1 µM] | 19%
Cc1cc(C)c(S(=O)(=O)N2CCCC2=O)c(C)c1 | -1% | -6 | 2% | -23% | 2% | -5% | 54%[activator] | -5% | 1%
O=C(Cn1c(=O)n(Cc2ccco2)c(=O)c2ccc(C(=O)NC3CCCC3)cc21)Nc1ccc(F)cc1 | nt | -10 | 0% | -13% | -4% | ? | 22% | -8% | 0%
COc1ccc(CN2C(=O)C(C)S/C2=N/N=C/c2ccco2)cc1 (stereo not given) | -1% | -1 | -10% | -7% | 8% | -7% | -13% | -8% | 3%
Cc1nc2c(c(C)nn2-c2ccccc2)c(C)c1CCC(=O)NCCc1ccc(Cl)cc1 | nt | -2 | -3% | -14% | -3% | -1% | 27% | 6% | 2%
CC(C(=O)O)N1CCCCC1 (stereo not given) | 11% | -2 | -4% | ? | 0% | -1% | 4% | -9% | -23%
COc1ccc(CN2CCN(C(=O)c3cccc4ccccc34)CC2)c(OC)c1OC | 10% | -17 | 0% | -11% | -1% | -10% | -6% | 5% | 22%
CCOC(=O)C/C(C)=N\Nc1ccc([N+](=O)[O-])cc1[N+](=O)[O-] | 3% | 1 | -1% | -17% | 2% | ? | -3% | 0% | 3%
CC(C)Cn1c(SCC(=O)N2CCCc3ccccc32)nc2ccccc2c1=O | -3% | -8 | -10% | -1% | -5% | 2% | 50%[activator] | -4% | 4%
C[C@@H](CSc1ccc(Br)cc1)CN1CC[C@H](NC(=O)OCc2ccccc2)CCC1=O | -15% | -4 | nt | ? | -2%&-6% | nt | 31%&6%[activator] | -8%&5% | nt
Cc1ccc(OCC(=O)N/N=C/c2cn(C)c3ccccc23)cc1 | 19% | 0 | -1% | -18% | -3% | -5% | -4% | 8% | 9%
CC1(C)CC(NC(=O)COc2ccc3c4c(c(=O)oc3c2)CCCC4)CC(C)(C)N1 | 3% | -1 | 3% | 0% | -1% | -3% | -7% | -5% | 0%
CS(=O)(=O)c1ccc(-c2nnc(NC(=O)C3=COCCO3)o2)cc1 | 2% | 10 | nt | -11% | -5% | nt | 35%[activator] | 6% | nt
CC1CCCCC1NC(=O)NC(=O)COC(=O)c1ccc(OC(F)F)cc1 (stereo not given) | 20% | -1 | nt | -17% | -2% | nt | 7% | -12% | nt
Cc1ccc(OCCC(=O)OCC(=O)c2c(N)n(CC(C)C)c(=O)n(C)c2=O)cc1 | -20% | -2 | nt | -24% | 0% | nt | 24% | -5% | nt
O=C(Nc1ccccc1)N1CCC2(CC1)CCN(C(=O)c1ccco1)CC2 | -1% | nt | 5% | nt | 0% | nt | nt | -3%[60.1 µM] | nt
Cc1ccc(NC(=O)COC(=O)c2c(-c3ccccc3)noc2C)cc1 | -12% | -1 | nt | -20% | -4% | nt | 4% | -2% | nt
C[C@H](NC(=O)c1nc[nH]c1C(=O)N1CCN(C(=O)OC(C)(C)C)CC1)C(=O)OCc1ccccc1 | -2% | 2 | 2% | -17% | 3% | -17% | 28% | 2% | 1%

Some of the compounds tested (hit frequency here may not be typical).
